Rab2A wt mod – changes GTP binding to wildtype dog Rab2A, up or down; P61105; GST-Rab2 wt beads, Bodipy-GTP binding, flow cytometry; GTP binding activity, % at 10 µM; hit rate 0.19% among 190,000;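 active means GTP binding activity at least 20 points away from 100%, either lowered or raised; inconclusive means signal likely due to the compound's own green fluorescence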;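 further: 0% = beads with excess unlabeled GTP and 100% = no-compound control corrected for plate trend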
Rab7 wt GTP bind – alters GTP binding to wildtype dog Rab7 | GST-Rab7 beads, fluorescent GTP binding, flow cytometry; actives lie on both sides; untreated = 100%, excess cold GTP = 0% | GTP binding activity (percent of control), % at 10 µM | AID 758 | hit rate 0.055% among 190,000;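 active means fluorescent GTP binding to Rab7 beads changed by at least 20 points from the 100% baseline, either direction, mostly lower; inconclusive means compound itself probably fluorescent, or too few beads counted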;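 further: median green fluorescence of bound Bodipy-FL-GTP per Rab7 bead population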
Avidin fluor – avidin bead compound fluorescence profile | Avidin beads, compound fluorescence 488/530 nm, flow cytometry; stronger effect = higher value | fluorescence (KMESF) at 10 µM | hit rate 0.38% among 220,000 | AID 1775; in the data active means fluorescence above about 47; further: inactives centre near 10
Rac1 wt modul – modulators of human Rac1 wildtype GTP binding. P63000. GST-Rac1 beads, fluorescent GTP binding, flow cytometry; actives lie on both sides; 0 = cold GTP competed, 100 = untreated. GTP binding activity (% of control), % at 10 µM. hit rate 0.27% among 190,000. AID 757;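 active means GTP binding activity at least 20 points away from the 100% control level, either lower or higher; inconclusive means compound flagged as likely green fluorescent, judged across all proteins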
GSH fluor – GSH bead compound fluorescence profile; AID 1776; GSH beads flow cytometry, compound fluorescence 488/530 nm; stronger effect = higher value; hit rate 0.25% among 190,000; fluorescence (KMESF) at 10 µM; in the data active means fluorescence above about 89;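 further: glutathione beads carrying GST-tagged Bcl family fusion proteins plus one bare bead set; values are compound well signal with DMSO vehicle wells as background; inactives centre near 16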
HRas wt GTP bind – human HRas wildtype GTP binding, change in either direction; GTP binding activity, % at 10 µM; P01112; AID 759; hit rate 0.14% among 190,000; GST-Ras wt beads, Bodipy-FL-GTP binding, flow cytometry; actives lie on both sides;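 active means GTP binding activity at least 20% away from the 100% baseline, either lowered as inhibitor or raised as activator; inconclusive means flagged as likely green fluorescent, judged across all proteins in the well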;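 further: 0% = unlabeled GTP competition control and 100% = no-compound control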
Target sequence (P01112 whole entry, looked up): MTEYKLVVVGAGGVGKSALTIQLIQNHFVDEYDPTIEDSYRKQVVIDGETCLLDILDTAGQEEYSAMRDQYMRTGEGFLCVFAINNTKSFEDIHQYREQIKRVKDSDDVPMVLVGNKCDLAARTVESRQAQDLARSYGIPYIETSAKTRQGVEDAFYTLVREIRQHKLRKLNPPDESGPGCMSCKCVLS
Mcl1-Bid inh – disrupts binding of human Mcl-1 to Bid peptide. TR-FRET Mcl-1/Bid-Dy647 peptide binding, 1536-well. inhibition, % at 21.7 µM. Q07820. hit rate 0.97% among 220,000;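 active means compounds that cut the binding signal by more than half at the single screening dose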;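 further: His-tagged Mcl-1 with europium anti-His antibody binding Bid BH3 peptide; 0% = Mcl-1 plus peptide wells and 100% = peptide-only wells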
Target sequence (Q07820 whole entry, looked up): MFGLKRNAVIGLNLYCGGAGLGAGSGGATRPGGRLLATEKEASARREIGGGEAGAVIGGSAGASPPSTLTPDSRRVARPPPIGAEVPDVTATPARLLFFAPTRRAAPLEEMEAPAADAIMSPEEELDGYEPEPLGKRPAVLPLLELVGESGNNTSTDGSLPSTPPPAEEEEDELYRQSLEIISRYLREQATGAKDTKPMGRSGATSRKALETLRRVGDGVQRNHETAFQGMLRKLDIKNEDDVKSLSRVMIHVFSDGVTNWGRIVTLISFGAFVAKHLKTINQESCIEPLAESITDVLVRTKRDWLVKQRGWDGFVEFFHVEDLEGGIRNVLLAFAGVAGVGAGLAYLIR
Mcl1 Noxa PPI – Mcl-1/Noxa interaction inhibition; inhibition, % at 21.7 µM; hit rate 1.5% among 220,000; TR-FRET Mcl-1/Noxa peptide binding, 2 h; AID 1022; Q07820;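 active means compounds that cut the protein-peptide binding signal by more than 50% relative to plate controls in a single-dose test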;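 further: His-tagged Mcl-1 with rhodamine Noxa BH3 peptide and terbium anti-His antibody; 0% = Mcl-1 plus Noxa peptide wells and 100% = peptide-only wells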
Pf gametocyte – kills late stage P. falciparum gametocytes | AID 743093 | inhibition, % at 10.9 µM | P. falciparum stage V gametocytes, ATP luminescence, 24 h | hit rate 0.065% among 150,000;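 active means inhibition above the mean plus 3 SD of compounds within the control limits, set per campaign, cut at about 38% in these data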;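 further: 0% = DMSO wells and 100% = medium only without gametocytes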
Rac1 mut GTP – modulators of GTP binding to human Rac1 activated mutant | P63000 | GST-Rac1 activated beads, fluorescent GTP binding, flow cytometry; actives lie on both sides; 100% means binding = to untreated wells | percent activity (GTP binding), % at 10 µM | hit rate 0.11% among 190,000;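 active means GTP binding at least 20 percentage points away from the 100% baseline, in either direction, so actives lie on both sides; inconclusive means Compound likely fluorescent itself, or too few beads counted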
Cdc42 wt – changes GTP binding to wildtype human Cdc42; percent activity (GTP binding), % at 10 µM; hit rate 0.2% among 190,000; P60953; GST-Cdc42 beads, Bodipy-GTP binding, flow cytometry; actives lie on both sides;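 active means percent activity GTP binding at least 20 points away from the 100% baseline, either down as inhibitor or up as activator; inconclusive means compound flagged as likely green fluorescent from well-wide comparison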;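 further: median bead fluorescence of bound Bodipy-FL-GTP at 100 nM; 0% = excess unlabeled GTP control and 100% = no compound control; below 100% means less GTP binding so inhibitor and above means activator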
Target sequence (P60953 whole entry, looked up): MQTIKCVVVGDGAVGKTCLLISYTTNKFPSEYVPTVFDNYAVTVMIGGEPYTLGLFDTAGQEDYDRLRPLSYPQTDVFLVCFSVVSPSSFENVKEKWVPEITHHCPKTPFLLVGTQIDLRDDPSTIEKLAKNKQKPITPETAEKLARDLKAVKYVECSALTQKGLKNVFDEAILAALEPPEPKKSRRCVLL
An asterisk follows results filed as active; ? = inconclusive; / = no result given.

SMILES	Rab2A wt mod	Rab7 wt GTP bind	Avidin fluor	Rac1 wt modul	GSH fluor	HRas wt GTP bind	Mcl1-Bid inh	Mcl1 Noxa PPI	Pf gametocyte	Rac1 mut GTP	Cdc42 wt
C=CCOc1ccccc1CNc1ccc2c(c1)OCCO2	97	94	11	98	10	95	-10	30	/	95	96
CCCN1C(=O)COc2ccc(C(=O)c3ccccc3C(=O)O)cc21	98	97	5	96	13	97	-33	17	-5	94	99
Cc1ccc(-c2cc(C(F)F)n3ncc(C(=O)Nc4c(C)nn(Cc5c(Cl)cccc5Cl)c4C)c3n2)cc1	99	98	35	101	16	98	-6	1	/	99	100
Cc1cc(N2CCN(C)CC2)ccc1NC(=O)c1cccc(S(=O)(=O)N2CCc3ccccc3C2)c1	100	105	8	102	13	101	-13	19	-24	99	98
CC(C)OC(=O)Cn1c(=O)sc2ccccc21	101	97	37	109	19	101	-3	6	-1	100	100
COc1cc(/C=C/c2nnc3c4ccccc4ncn23)cc(OC)c1OC	100	101	15	104	10	102	2	52*	-1	99	103
O=C(CNCc1ccccc1Cl)NCc1ccco1	99	98	11	96	11	97	24	16	17	99	97
O=C(O)CCC(=O)NNC(=O)c1ccc(-c2ccccc2)cc1	101	103	6	107	10	102	-8	22	/	103	105
O=C(CCC(=O)Nc1ccccc1)NNC(=O)C(c1ccccc1)c1ccccc1	104	102	4	104	19	102	-15	0	6	101	99
COc1ccccc1Oc1ccc(NC(=O)c2ccccc2C)cc1	104	108	9	101	24	103	-13	15	-29	100	102
CCn1c2ccccc2c2cc(CNCc3ccc(OC)cc3OC)ccc21	98	100	10	102	23	97	19	30	8	100	100
O=c1[nH]c(Nc2ccc3c(c2)OCCO3)nnc1Cc1ccc(Cl)cc1	95	92	8	96	13	93	-23	4	6	94	97
COc1ccc([N+](=O)[O-])cc1C1NN=C(c2cccc3ccccc23)S1 (stereo not given)	93	99	9	94	52	95	-27	-36	/	94	94
Cc1ccc(-n2ncc(C(=O)O)c2C2CCN(C(=O)OC(C)(C)C)CC2)cc1	97	94	7	99	20	97	-18	6	14	94	94
CCC(C)NC(=O)c1nn(C)c(=O)c2ccccc12 (stereo not given)	98	103	14	99	70	100	-3	17	6	97	100
COc1ccccc1OCCCn1c(C)c(C#N)c2ccccc21	102	106	7	106	25	104	14	12	/	97	99
CCOc1cc(CNCC(O)c2ccccc2)cc(Cl)c1OC (stereo not given)	97	96	20	101	10	98	0	4	-7	99	97
CCN(CC)CCN1C(=O)C(O)=C(C(=O)c2cccs2)C1c1ccc(C)o1 (stereo not given)	102	106	10	112	6	103	-51	4	/	100	107
CCN1CCN(CCCNC(=O)c2cn(CCOC)c(=O)c3c2c2ccccc2n3C)CC1	102	99	6	101	16	100	4	-1	/	98	100
c1ccc(Cn2nnc3c(N4CCOCC4)ncnc32)cc1	99	101	4	104	21	99	8	5	/	101	102
CCOC(=O)C1=NN(c2cccc(C)c2)C2(S1)SC(C(C)=O)=C(C)N2c1ccccc1 (stereo not given)	101	102	/	112	50	103	-70	8	-10	101	105
CCOC(=O)c1oc2cccc(O)c2c1CN(Cc1ccccc1)C(C)=O	97	99	9	99	10	100	-48	25	7	97	99
Cc1ccc(C(=O)NCCOC23CC4CC(CC(C4)C2)C3)cc1	100	97	6	100	24	99	-4	-5	18	98	101
CCOc1ccccc1C(=O)N[C@H](C(=O)Nc1nc2c(s1)CCCC2)C(C)C	97	97	15	104	9	101	4	21	0	98	99
O=C1c2ccccc2C(=O)N1CC1c2ccccc2CCN1C(=O)CN1CCOCC1 (stereo not given)	97	97	11	101	24	97	-11	18	-14	96	98

Some of the entries so far, bar-delimited.
SMILES | Rab2A wt mod | Rab7 wt GTP bind | Avidin fluor | Rac1 wt modul | GSH fluor | HRas wt GTP bind | Mcl1-Bid inh | Mcl1 Noxa PPI | Pf gametocyte | Rac1 mut GTP | Cdc42 wt
O=C(CNCc1ccccc1Cl)NCc1ccco1 | 99 | 98 | 11 | 96 | 11 | 97 | 24 | 16 | 17 | 99 | 97
O=C(O)CCC(=O)NNC(=O)c1ccc(-c2ccccc2)cc1 | 101 | 103 | 6 | 107 | 10 | 102 | -8 | 22 | / | 103 | 105

Later entries
SMILES	Rab2A wt mod	Rab7 wt GTP bind	Avidin fluor	Rac1 wt modul	GSH fluor	HRas wt GTP bind	Mcl1-Bid inh	Mcl1 Noxa PPI	Pf gametocyte	Rac1 mut GTP	Cdc42 wt
Cc1ccccc1OCc1nnc(SCc2nc3ccccc3c(=O)[nH]2)n1C	99	97	22	102	16	99	-9	14	/	99	98
CCC(=O)Nc1cc(C(=O)OCc2ccc(C(=O)Oc3ccccc3)cc2)ccc1C	97	103	9	103	23	99	6	11	26	98	95
Cc1cc(C)nc(SCC(=O)O)n1	95	100	17	92	41	96	2	8	/	93	96
Cc1ccc(Cn2nnc3c(=O)[nH]c(C4CCN(S(=O)(=O)c5ccc(C)cc5)CC4)nc32)cc1	94	94	3	101	27	95	-11	-2	0	96	95
O=C(NC(=S)Nc1ccccc1N1CCCC1)c1ccc(F)cc1	102	106	5	102	21	101	-23	15	-10	96	98
CCOC(=O)C1CCCN(CCC(=O)Nc2cccc(F)c2)C1 (stereo not given)	99	100	37	96	12	100	-3	16	14	98	100
O=C(CN(C(=O)CSc1nc2ccccc2o1)c1cccc(F)c1)NC1CCCCC1	97	96	8	98	38	94	-14	13	/	93	95
COc1cc2cc3c(N)c(C(=O)Nc4sc(C)c(C)c4C#N)sc3nc2cc1OC	100	103	21	102	50	102	66*	98*	/	99	100
CCC1Oc2ccccc2N(Cc2ccccc2C)C1=O (stereo not given)	102	102	/	103	14	103	-16	5	1	100	103
O=C(NCc1ccc(C(F)(F)F)cc1)C12CN(Cc3ccccc3)CC1C(c1cccc([N+](=O)[O-])c1)=NO2 (stereo not given)	93	93	10	94	35	92	4	9	-8	91	96
Cc1[nH]c(C)c(C(=O)O)c1CNC1CCCCC1C (stereo not given)	?	?	33	?	26	?	-40	4	/	?	?
Cc1ccc(-c2nc3ccccc3[nH]2)s1	93	94	16	92	49	93	24	10	/	94	95
O=C(NC(Cc1c[nH]c2ccccc12)c1nnc2n1CCCCC2)c1ccccc1 (stereo not given)	102	100	18	101	10	102	-52	25	-9	101	102
Cc1cc(C)cc(COn2ccnc2)c1	101	101	10	104	27	101	-4	3	37	102	105
COC(=O)C1=C(N)OC2=C(C(=O)CC(C)(C)C2)C1c1cccs1 (stereo not given)	95	99	33	99	25	97	-23	2	/	98	97
O=C(NC(=S)N1CCCc2ccccc21)c1ccc([N+](=O)[O-])cc1	97	96	9	101	27	97	-11	20	-43	98	96
O=C(NNc1nc2ccc(Cl)cc2s1)c1cc(-c2cccs2)nc2ccccc12	93	98	6	94	13	94	-12	-59	/	91	94
Cc1cccc(NS(=O)(=O)c2ccc(Oc3ccccc3)cc2)n1	102	104	9	107	14	100	13	36	/	100	102
O=C(CSc1nc2ccccc2n1S(=O)(=O)c1ccccc1)N1CCCCC1	96	97	34	100	9	100	-19	7	-12	96	99
CC1(C)Cc2c(sc3c2c(=N)n(Cc2ccco2)c(=O)n3Cc2ccccc2)CO1	98	95	17	99	19	98	-11	-4	-13	99	101
C/C(=C\COc1cc(=O)[nH]c2ccccc12)CCC(O)C(C)(C)O (stereo not given)	98	103	5	99	19	96	-6	-17	/	97	97
COc1cc(CNc2nc3ccccc3n2C)cc(OC)c1OC	99	98	2	105	6	98	3	19	/	99	103
Cc1nn(C2CCS(=O)(=O)C2)c(Cl)c1/C=C/C(=O)OCC(=O)Nc1ccccc1[N+](=O)[O-] (stereo not given)	97	101	11	100	26	100	-10	8	-1	97	98
CC(=O)c1ccccc1NC(=O)COC(=O)CCCN1C(=O)c2cccc3cccc(c23)C1=O	99	97	12	102	27	101	1	4	/	96	99
Cc1ccc(S(=O)(=O)N2CCCCC2)cc1NC(=O)COC(=O)C1=COCCO1	98	98	9	100	67	97	-6	-3	-10	96	103
(more compounds)
SMILES	Rab2A wt mod	Rab7 wt GTP bind	Avidin fluor	Rac1 wt modul	GSH fluor	HRas wt GTP bind	Mcl1-Bid inh	Mcl1 Noxa PPI	Pf gametocyte	Rac1 mut GTP	Cdc42 wt
O=S(=O)(NC1CCCCCCC1)c1cccs1	106	106	8	113	275*	106	-22	10	/	106	109
O=C1CN=C(Nc2ccccc2)N1Cc1cccs1	97	95	29	98	7	101	6	13	16	98	99
CN1CCN(C(=O)CN(Cc2ccc(Cl)cc2)S(C)(=O)=O)CC1	100	98	13	103	41	100	-26	9	/	102	102
COc1ccc(NC(=O)c2c(N)no[n+]2[O-])c(OC)c1	93	91	28	89	8	90	-2	0	5	93	92
Clc1ccc(OCCOCCN2CCCCC2)c(Br)c1	107	108	8	105	26	107	62*	34	4	101	109
COc1cc(CNC(=O)C2CCCN2S(=O)(=O)c2ccccc2)cc(OC)c1OC (stereo not given)	104	105	10	107	20	102	-28	12	-4	100	102
CC(O)/C=C/c1ccc2ccccc2n1 (stereo not given)	107	106	7	110	49	107	8	3	/	101	106
N#CCCS(=O)(=O)c1ccc(N)cc1	99	100	15	103	9	98	-8	0	7	98	105
O=C(NC(Cc1ccc(O)cc1)C(=O)O)c1ccco1 (stereo not given)	98	94	7	96	26	95	-5	5	32	97	95
Cc1ccc(N(CN2C(=O)NC(C)(C)C2=O)CN2C(=O)NC(C)(C)C2=O)cc1	98	100	22	103	14	99	-30	0	-6	97	102
O=C(NC1CCCCC1)c1ccccc1NC(=O)C1CC(=O)N(c2ccccc2)C1 (stereo not given)	101	97	5	104	18	99	-10	-5	9	96	101
COc1ccc(C(=O)NNC(=O)CN2CCC(n3nnc4cc(C(F)(F)F)ccc43)CC2)cc1	96	96	37	96	14	98	0	52*	-6	96	101
Cc1nn(-c2ccccc2)c2sc(C(=O)O)cc12	?	?	13	?	13	?	9	2	/	?	?
CCC(CC)COC(=O)C(C#N)c1nc2ccccc2nc1N1CCN(CC)CC1 (stereo not given)	97	101	9	102	51	97	-87	27	/	98	97
CSc1ccn(CCC(=O)O)c(=O)n1	93	93	11	90	36	95	4	/	-4	92	95
COc1ccc(-c2[nH]ncc2CN(CCO)CC23CC4CC(CC(C4)C2)C3)c(OC)c1	101	103	1	97	13	99	-13	8	4	93	96
CN(c1ccc(C(=O)Nc2nccs2)cc1)S(=O)(=O)c1ccccc1	96	98	10	98	30	98	-5	-10	1	97	98
CCCS(=O)(=O)Nc1c(OC)ccc2c1c(C(=O)OCC)c(C)n2C	99	98	10	107	18	97	-15	36	/	101	103
COC(=O)C(C)Oc1ccc(-c2nccc(-c3cccs3)n2)cc1 (stereo not given)	93	93	12	96	34	95	19	4	23	92	98

Screening data as filed in PubChem BioAssay.

Compounds as they come; any-hit rate near 3%.
